High-throughput results from PubChem BioAssay.
UPR XBP1 act – activators of adaptive arm of unfolded protein response (XBP1); CHO-XBP1 luciferase reporter, IRE1-XBP1 UPR activation, luminescence; percent of tunicamycin response, DMSO as zero; activation, % at 20 µM; 330,000 compounds, 0.33% hits; AID 463104;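 active = versus positive control, 20 µM dose yields 30% or more activation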;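 note: 100% = tunicamycin at 10 µg/mL and 0% = DMSO only wells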
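Material: CHO cell line with stable XBP1 luciferase reporter; buffer or medium: F12 medium containing 10% fetal bovine serum; compound: single point, 20 µM final compound, 1% DMSO; incubation: 6 h treatment, 37 °C; measured by: glow luminescence from Steady-Glo reagent; evaluation: activation, % of tunicamycin; control set: tunicamycin high, DMSO low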
APJ agonist – agonists of human APJ apelin receptor. P35414. CHO-K1 APJ PathHunter beta-arrestin, luminescence; 0% DMSO wells, 100% apelin. activation, % at 20 µM. 330,000 compounds, 0.11% hits. AID 2520;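 active = activation more than six SD over the plate average, tested at 20 µM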;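 note: 0% = DMSO alone and 100% = apelin-13 at 10 nM; some results filed as inactive read as strong as hits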
Target sequence (P35414 whole entry, looked up): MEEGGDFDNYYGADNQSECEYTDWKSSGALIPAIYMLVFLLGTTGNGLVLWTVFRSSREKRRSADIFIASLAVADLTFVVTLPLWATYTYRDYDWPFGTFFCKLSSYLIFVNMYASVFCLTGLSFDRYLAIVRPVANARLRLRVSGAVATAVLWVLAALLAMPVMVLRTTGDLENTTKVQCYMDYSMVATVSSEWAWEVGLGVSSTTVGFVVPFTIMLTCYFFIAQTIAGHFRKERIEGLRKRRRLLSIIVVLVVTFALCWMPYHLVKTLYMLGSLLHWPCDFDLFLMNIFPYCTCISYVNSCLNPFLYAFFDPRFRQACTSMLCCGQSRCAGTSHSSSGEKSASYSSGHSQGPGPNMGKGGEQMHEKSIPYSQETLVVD
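Material: engineered CHO-K1 APJ arrestin reporter cells; amount: 1000 CHO-K1 reporter cells seeded per well; incubation: compound stimulation 90 min at 25 °C, detection 60 min; signal: luminescent beta-gal fragment complementation, chemiluminescent substrate; read-out basis: APJ agonist activity; controls: DMSO-only wells as negative, 10 nM Apelin-13 as positive control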
UPR CHOP act – apoptotic UPR (CHOP) activation; CHO-CHOP luciferase reporter, luminescence; percent of tunicamycin response over DMSO baseline; activation, % at 10 µM; 330,000 compounds, 0.34% hits; AID 449763;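 active = at 10 µM dose, activation of 40% or more, normalized to positive control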;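 note: 100% = tunicamycin at 10 µg/mL and 0% = DMSO alone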
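Dosing – one dose, 10 µM in 0.5% DMSO · System – CHO-CHOP cells, stable luciferase reporter of PERK-eIF2a-CHOP signalling · Input – 500 cells/well · Control set – tunicamycin 10 µg/mL final as positive, DMSO-only wells as negative · Timing – 6 h compound treatment, 37 °C · Measure – % activation vs tunicamycin · Technique – luminescence read with Steady-Glo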
Mdm2-MdmX inh – disrupts the human Mdm2-MdmX interaction | O15151+Q00987 | SaOS-2 split-luciferase Mdm2/MdmX complementation, luminescence | inhibition, % at 8 µM | 330,000 compounds, 3% hits | AID 485346;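 active = inhibition of at least 50% at 8 µM in the primary screen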
tim10-1 inh – growth inhibitors of tim10-1 mutant yeast | S. cerevisiae tim10-1 ts strain growth, BacTiter-Glo, 24 h | inhibition, % at 20 µM | 330,000 compounds, 2.2% hits | AID 463190;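 active = inhibition of at least 40%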;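 note: mutant grown at 25 °C; 0% = DMSO wells with yeast and 100% = wells holding no yeast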
TIM10 inh – growth inhibitors of TIM10 yeast strain. 330,000 compounds, 1.4% hits. S. cerevisiae TIM10 strain growth, BacTiter-Glo luminescence, 24 h. inhibition, % at 10 µM;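 active = inhibition of 40% or more at the single tested concentration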;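 note: wild-type TIM10 isogenic control strain grown at permissive 25 °C; 0% = DMSO yeast wells and 100% = minimal medium wells without yeast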
tim23-1 inh – growth inhibitors of tim23-1 mutant yeast; AID 463212; 330,000 compounds, 1.3% hits; S. cerevisiae tim23-1 growth, BacTiter-Glo luminescence, 24 h; inhibition, % at 20 µM;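 active = growth inhibition of the mutant yeast at or above 50%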;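 note: temperature-sensitive mutant grown at 25 °C; plate controls were DMSO-treated mutant yeast for no effect and medium wells lacking yeast for full effect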
NLRP3 yeast inh – inhibitors of NALP3 inflammasome in yeast; Yeast reconstituted NLRP3/ASC/caspase-1, beta-gal luminescence, 24 h; inhibition, % at 10 µM; 330,000 compounds, 0.39% hits; AID 2825;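 active = inhibition of 50% or more; inactive = inhibition below 50%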;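 note: plate controls were induced DMSO wells for no effect and uninduced yeast grown without galactose for full effect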
NR3A LBD binder – modulates the human NR3A ligand-binding domain; NR3A LBD differential scanning fluorimetry, Tm shift; 0% = protein alone, 100% = glycine-bound protein; Tm shift relative to glycine control, % at 25 µM; 340,000 compounds, 2.5% hits;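 active = melting temperature shift of at least 10% of the positive control shift, at one fixed dose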
* = called active by the depositor; / = not tested or not shown.

[1] O=C(CCc1nnc(C2(c3ccc(Cl)cc3)CCC2)o1)N1CCCC(O)C1 (stereo not drawn)
[2] C/C(CC(=O)Nc1ccc(Cl)cc1Cl)=N\NC(=O)c1ccco1
[3] C#CCCc1cocc1/C=[N+](\[O-])c1ccc(C(=O)OCC)cc1
[4] CC1=NN=C(c2ccccc2)C(c2c[nH]c3ccccc23)N1O (stereo not drawn)
[5] COc1ccc(C(C(=O)NC2CCCCC2)N(C(=O)c2snc(C(N)=O)c2N)c2ccc(OC)cc2OC)cc1 (stereo not drawn)
[6] O=S(=O)(c1ccc(Cl)cc1)N1CCC(n2cccc2)CC1
[7] CC(C)OC(=O)CSc1nc(N)c(C#N)c(-c2ccco2)c1C#N
[8] O=C(O)/C=C/c1ccc(S(=O)(=O)Nc2ccc(C(=O)NCC(=O)O)cc2)cc1
[9] COC(=O)CSc1snnc1-c1ccc(Cl)c(Cl)c1
[10] O=C1C(=O)N(CCCO)C(c2ccccc2)/C1=C(\O)c1ccc(Br)cc1 (stereo not drawn)
screen / no.	1	2	3	4	5	6	7	8	9	10
UPR XBP1 act	0	-3	-2	-1	3	1	1	-3	-3	-4
APJ agonist	-5	-2	1	-6	-3	2	2	-3	1	-3
UPR CHOP act	11	0.7	-0.8	2.2	2.2	0.5	0.6	0.2	1.1	-0.9
Mdm2-MdmX inh	10	18	3	-20	24	-11	-3	-19	24	-13
tim10-1 inh	15	19	13	3	10	18	19	7	47*	-7
TIM10 inh	-3	29	2	8	15	-2	0	13	20	-11
tim23-1 inh	16	15	15	12	22	35	7	22	33	7
NLRP3 yeast inh	7	18	8	19	15	16	16	11	18	9
NR3A LBD binder	1	-3	-7	0	-1	2	-3	-1	-2	0

Exported with each value named: part of the list above.
(2) C/C(CC(=O)Nc1ccc(Cl)cc1Cl)=N\NC(=O)c1ccco1
  UPR XBP1 act: -3
  APJ agonist: -2
  UPR CHOP act: 0.7
  Mdm2-MdmX inh: 18
  tim10-1 inh: 19
  TIM10 inh: 29
  tim23-1 inh: 15
  NLRP3 yeast inh: 18
  NR3A LBD binder: -3

(3) C#CCCc1cocc1/C=[N+](\[O-])c1ccc(C(=O)OCC)cc1
  UPR XBP1 act: -2
  APJ agonist: 1
  UPR CHOP act: -0.8
  Mdm2-MdmX inh: 3
  tim10-1 inh: 13
  TIM10 inh: 2
  tim23-1 inh: 15
  NLRP3 yeast inh: 8
  NR3A LBD binder: -7

Remaining list, next part:
[11] CN(CC(=O)Nc1ccccc1Cl)C(=O)COC(=O)c1ccc(-c2ccc(O)cc2)cc1
[12] O=C(N/N=C/c1sc(=O)[nH]c1-[n+]1ccc2ccccc2c1)c1ccccc1[O-]
[13] O=C(CCN1C(=O)C2C3C=CC(C3)C2C1=O)N1CCN(c2ccccc2F)CC1 (stereo not drawn)
[14] COc1ccc(CCNC(=O)c2ccco2)cc1
[15] NC(=O)c1sc2nc(-c3ccccc3)c3c(c2c1N)CCCC3
[16] CN(C)S(=O)(=O)c1ccc(NC(=O)C2CCCN(C(=O)c3ccc(Cl)cc3)C2)cc1 (stereo not drawn)
[17] C/C(CC(=O)Nc1cccc(Cl)c1Cl)=N\NC(=O)c1ccccc1N
[18] CN1CCN(C(=O)CSc2nc(-c3cccs3)ccc2C#N)CC1
[19] O=C(Nc1cccc(S(=O)(=O)N2CCCCC2)c1)C1CCN(C(=O)c2ccc(Cl)cc2)CC1
[20] Cc1ccc(N2C(=O)CC(C3CCCO3)C2=O)cc1 (stereo not drawn)
screen / no.	11	12	13	14	15	16	17	18	19	20
UPR XBP1 act	9	-1	-3	1	5	1	0	0	-1	-2
APJ agonist	-2	-6	0	0	-10	-1	-1	2	2	-1
UPR CHOP act	3.9	-1.1	0.6	2.5	-1.1	-0.3	-1.0	1.5	-1.5	-1.5
Mdm2-MdmX inh	5	7	-20	-7	26	2	27	-20	7	-1
tim10-1 inh	1	7	24	-1	24	20	41*	13	2	8
TIM10 inh	8	12	8	1	28	9	25	4	5	-15
tim23-1 inh	-2	12	30	11	41	11	17	2	11	-2
NLRP3 yeast inh	2	9	4	15	21	15	1	-3	17	13
NR3A LBD binder	0	0	1	-5	-15	0	-1	-2	-8	-7

[21] CCC(Cc1ccccc1)NC(=O)/C=C/c1ccco1 (stereo not drawn)
[22] COc1cc(C(=O)N/C(=C\c2cn(C)c3ccccc23)C(=O)N2CCOCC2)cc(OC)c1OC
[23] COCCCNC(=O)CSC1=Nc2ccccc2C2=NC(Cc3c[nH]c4ccccc34)C(=O)N12 (stereo not drawn)
[24] COc1ccccc1N1CCN(C(=O)c2ccc3[nH]c4c(c3c2)CC(C)CC4)CC1 (stereo not drawn)
[25] CN1/C(=C\C(=O)CSc2nnc(N)s2)C(C)(C)c2ccccc21
[26] CCN(CC)CCNC(=O)c1ccc(NC(=O)c2ccccc2-c2ccc(C(F)(F)F)cc2)cc1
[27] CCN(CC)CCNC(=O)c1ccc(NC(=O)C2CCN(S(=O)(=O)c3ccc4c(c3)OCCO4)CC2)cc1
[28] CCOC(=O)c1c(CC(C)C)csc1NC(=O)c1ccccc1C(=O)O
[29] COc1cc(N/C=C2\CC(=O)NC(C)=C2C#N)cc(OC)c1OC
[30] CCn1ncc(C2=NOC(C(=O)Nc3cnn(C45CC6CC(CC(C6)C4)C5)c3)C2)c1C (stereo not drawn)
screen / no.	21	22	23	24	25	26	27	28	29	30
UPR XBP1 act	-5	-5	1	5	0	0	-1	-2	-1	0
APJ agonist	-3	3	12	0	-3	-1	3	-5	2	3
UPR CHOP act	1.3	-0.2	0.7	-0.5	-1.5	1.6	1.5	-0.2	-1.3	1.1
Mdm2-MdmX inh	3	5	-10	28	18	29	7	12	-1	0
tim10-1 inh	13	3	10	53*	16	18	1	15	-24	28
TIM10 inh	3	15	-2	49*	3	-4	3	14	-15	36
tim23-1 inh	21	-24	15	24	-2	16	14	27	-14	42
NLRP3 yeast inh	1	18	1	16	11	4	9	1	4	14
NR3A LBD binder	2	-1	3	-2	1	-4	1	-2	-2	0

[31] COc1ccc(N2CCCCn3c2nc2c3c(=O)n(C)c(=O)n2C)cc1
[32] COC(=O)C1CCN(S(=O)(=O)c2ccc(OC)cc2)CC1
[33] COCCN(CCOC)C(=O)c1cc2c(=O)n3ccccc3nc2s1
[34] Cc1ccccc1C(=O)c1cccn1CC(=O)O
[35] O=C(NCCO)c1cccc(Nc2nc(-c3ccccc3)c3cc(Cl)ccc3n2)c1
[36] COc1ccc(CNC(=O)CCc2nc3cc(S(=O)(=O)N(C)C)ccc3n2C)cc1OC
[37] COc1ccc(-c2ccc(-c3noc(C(C)C)n3)c(OC)n2)cc1
[38] CCCCNS(=O)(=O)CCNCCc1ccccc1
[39] CC1CN(C(=O)N2c3ccccc3Sc3ccccc32)C(C)CC1=O (stereo not drawn)
[40] Cc1[nH]c2ccc(S(N)(=O)=O)cc2c1C
screen / no.	31	32	33	34	35	36	37	38	39	40
UPR XBP1 act	5	-1	3	-3	12	-1	-3	1	-1	1
APJ agonist	-1	-3	-1	1	5	0	-3	/	-4	-4
UPR CHOP act	-1.3	-0.8	0.7	-2.9	8.9	-0.8	2.2	0.5	3.0	-0.6
Mdm2-MdmX inh	12	5	-12	12	29	0	-75	14	16	13
tim10-1 inh	31	16	1	15	45*	19	15	7	34	11
TIM10 inh	-18	9	4	7	22	-16	-20	-14	32	8
tim23-1 inh	23	27	1	7	36	5	24	9	38	-11
NLRP3 yeast inh	5	-7	-1	6	16	1	26	/	0	-2
NR3A LBD binder	-4	2	1	0	5	-1	1	3	1	0

[41] Cc1ccc(Oc2nc3ccccn3c(=O)c2/C=C(\C#N)C(=O)Nc2c(C)n(C)n(-c3ccccc3)c2=O)cc1
[42] O=C(OCC(=O)N(CCc1ccccc1)Cc1ccccc1)c1cccc(O)c1
[43] O=C(CCNC(=O)c1ccccc1Cl)Nc1cccc(C(F)(F)F)c1
[44] CN(CC(=O)Nc1ccc(Cl)c(C(F)(F)F)c1)C(=O)Cc1c[nH]c2ccccc12
[45] Nc1ccccc1Nc1c(F)c(F)nc(F)c1Cl
[46] Cn1c2ccccc2c2cnn(CC(=O)Nc3ccc(F)cc3F)c(=O)c21
[47] Cc1ccnc(NC(=O)C2CCN(S(=O)(=O)c3cccc4nsnc34)CC2)c1
[48] O=C(CSc1ccc(-c2nc3ccccc3[nH]2)cn1)Nc1ccc2c(c1)OCCO2
[49] c1cc2c(cnc3cscc32)s1
[50] CCOc1ccc(-n2c(C)nc3cc(C(=O)NCC4CCCO4)ccc32)cc1 (stereo not drawn)
screen / no.	41	42	43	44	45	46	47	48	49	50
UPR XBP1 act	-1	-2	1	-2	-1	-3	-1	0	1	-4
APJ agonist	2	-5	-4	-2	0	-1	-5	3	0	-4
UPR CHOP act	3.2	-1.6	-2.7	-2.3	-0.5	1.0	-0.8	4.6	-2.1	0.6
Mdm2-MdmX inh	22	2	-8	27	-28	-17	0	-24	7	7
tim10-1 inh	17	22	10	24	19	-7	19	0	-3	15
TIM10 inh	6	2	3	14	0	17	13	-7	-5	15
tim23-1 inh	18	30	13	-3	0	10	9	0	6	15
NLRP3 yeast inh	-1	6	6	27	-4	5	15	3	15	-2
NR3A LBD binder	-2	-10	-2	12*	-2	0	1	29*	0	-1

Molecules listed so far that have a COOH group, in the order listed:
[8] O=C(O)/C=C/c1ccc(S(=O)(=O)Nc2ccc(C(=O)NCC(=O)O)cc2)cc1
[28] CCOC(=O)c1c(CC(C)C)csc1NC(=O)c1ccccc1C(=O)O
[34] Cc1ccccc1C(=O)c1cccn1CC(=O)O
screen / no.	8	28	34
UPR XBP1 act	-3	-2	-3
APJ agonist	-3	-5	1
UPR CHOP act	0.2	-0.2	-2.9
Mdm2-MdmX inh	-19	12	12
tim10-1 inh	7	15	15
TIM10 inh	13	14	7
tim23-1 inh	22	27	7
NLRP3 yeast inh	11	1	6
NR3A LBD binder	-1	-2	0

Next compounds.
[51] O=C(CCC(=O)n1ncc2ccccc21)N1CCCCC1
[52] COc1ccc(S(=O)(=O)N2Cc3ccccc3CC2C(=O)O)cc1OC (stereo not drawn)
[53] COc1ccc(-c2nn(-c3ccccc3)cc2/C=N/Nc2ccccn2)cc1OC
[54] N#CN=C(N)c1ccccc1
[55] COc1ccc(Cc2noc(CN3CCCN(Cc4ccc(F)cc4)CC3)n2)cc1OC
[56] CC1(C)Cc2c(c(N3CCOCC3)nc3snc(NC(=O)c4ccccc4)c23)CO1
[57] NC(=O)C1CCN(c2ncccc2[N+](=O)[O-])CC1
screen / no.	51	52	53	54	55	56	57
UPR XBP1 act	1	1	13	1	1	-2	-1
APJ agonist	0	-5	1	-1	-2	-4	-1
UPR CHOP act	1.8	0.1	4.4	1.9	-0.9	-3.2	0.9
Mdm2-MdmX inh	-4	-7	34	11	8	3	4
tim10-1 inh	-12	13	12	0	-2	17	14
TIM10 inh	-8	10	19	8	8	2	12
tim23-1 inh	8	-4	46	26	1	20	8
NLRP3 yeast inh	21	5	4	4	23	3	-19
NR3A LBD binder	-1	-1	-5	1	1	1	1
